# N370S GC: qHTS Assay for Inhibitors and Activators of N370S glucocerebrosidase as a Potential Chaperone Treatment of Gaucher Disease. Lysosomal acid glucosylceramidase (Homo sapiens), P04062. N370S GC spleen homogenate, 4MU-glucoside fluorescence. Potency, µM (top dose mostly 59.4 µM), inactives show at the highest dose activity change, negative = inhibition, usual class: inhibitors. 330,000 tested, 0.092% active;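 also: 0% = full enzyme activity and -100% = no enzyme basal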
# FEN1 inh: qHTS Assay for the Inhibitors of Human Flap endonuclease 1 (FEN1); 390,000 tested, 0.35% active; Potency, µM (titrated, usually from 114 µM), inactives show top-dose activity change, negative = inhibition, usual class: inhibitors; AID 588795, 2011; Recombinant FEN1 flap cleavage, fluorescence, 15 min; P39748; also: nearly all actives have a fitted effect of over 65% in size
# Target sequence (P39748 whole entry, looked up): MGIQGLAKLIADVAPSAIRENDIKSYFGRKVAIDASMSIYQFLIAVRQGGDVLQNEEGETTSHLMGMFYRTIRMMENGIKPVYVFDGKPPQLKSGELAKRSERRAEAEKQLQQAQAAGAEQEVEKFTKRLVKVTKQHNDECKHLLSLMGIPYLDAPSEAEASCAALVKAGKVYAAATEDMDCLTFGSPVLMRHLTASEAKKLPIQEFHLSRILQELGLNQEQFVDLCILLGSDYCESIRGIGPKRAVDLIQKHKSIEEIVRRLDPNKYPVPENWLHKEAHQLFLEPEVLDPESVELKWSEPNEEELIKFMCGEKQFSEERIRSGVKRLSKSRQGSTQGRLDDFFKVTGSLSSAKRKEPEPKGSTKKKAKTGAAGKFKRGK
#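 Potency values derive from four-parameter Hill fits of normalized qHTS data. The reaction used 10 nM FEN1 preincubated 15 min at room temperature with compound, then 50 nM DNA substrate, read at 0 and 15 min.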
# TDP1 inh: qHTS Assay for Inhibitors of Tyrosyl-DNA Phosphodiesterase (TDP1). Tyrosyl-DNA phosphodiesterase 1 (Homo sapiens), Q9NUW8. recombinant TDP1, AlphaScreen DNA substrate cleavage. Potency, µM (highest dose often 130 µM), for inactives: at the highest dose activity change, negative = inhibition, most hits filed as inhibitors. 350,000 tested, 0.28% active; also: nearly all actives have a fitted effect of over 40% in size
# Target sequence (Q9NUW8 whole entry, looked up): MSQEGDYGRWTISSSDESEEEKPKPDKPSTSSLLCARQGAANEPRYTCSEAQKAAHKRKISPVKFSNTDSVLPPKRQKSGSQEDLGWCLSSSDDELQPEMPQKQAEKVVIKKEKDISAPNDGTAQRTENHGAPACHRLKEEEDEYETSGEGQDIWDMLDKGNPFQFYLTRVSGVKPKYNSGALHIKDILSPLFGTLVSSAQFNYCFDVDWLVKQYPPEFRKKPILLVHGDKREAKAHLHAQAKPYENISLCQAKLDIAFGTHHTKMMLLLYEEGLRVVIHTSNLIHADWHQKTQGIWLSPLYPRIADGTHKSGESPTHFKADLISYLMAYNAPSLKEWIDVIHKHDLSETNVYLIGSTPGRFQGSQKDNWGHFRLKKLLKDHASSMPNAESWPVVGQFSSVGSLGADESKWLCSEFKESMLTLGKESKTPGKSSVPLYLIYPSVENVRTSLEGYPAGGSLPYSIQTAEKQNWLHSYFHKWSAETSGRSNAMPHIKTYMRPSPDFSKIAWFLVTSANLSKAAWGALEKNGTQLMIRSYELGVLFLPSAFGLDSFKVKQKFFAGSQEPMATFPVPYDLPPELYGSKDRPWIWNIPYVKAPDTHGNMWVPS
#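 Signal: AlphaScreen proximity between streptavidin donor and anti-FITC acceptor beads on intact substrate. Reaction: Tdp1 1 nM, substrate 15 nM final, 5 min RT after 15 min compound preincubation.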
# * marks the source's active call; other numbers are inactive results; ? = inconclusive; nt = no result given; & = joins results of further samples; [ ] = another dose, or the depositor's remark. Calls follow the shape of the dose curve; as a rule, active = well fitted curve in the direction sought with a large enough effect; inconclusive = small, poorly fitted or top-dose-only effect, or another doubt; inactive = no such curve, though single readings can be large; an effect the other way counts as inactive or inconclusive. Unless noted, % is scaled to controls: 0 for no effect and ±100 for the full control effect; potency is read from the fitted curve at half-maximal effect.
# Results follow in this order: N370S GC	FEN1 inh	TDP1 inh
1: Cc1ccc(CCNC(=O)c2ccc3c(c2)nc2n3CCC(C)C2)cc1 (configuration not stated)
    nt	2%	5%
2: O=C(c1ccccc1)c1cc2cc(Cl)ccc2[nH]1
    -2%	-7%	nt
3: COCCCN1C(=O)c2ccc(C(=O)OCC(=O)N3CCN(c4ccccc4)CC3)cc2C1=O
    -16%	1%	nt
4: CCOC(=O)/C=C/C(=O)OCC(=O)Nc1ccc(C)cc1
    -7%	-17%	-4%
5: O=C(/C=C/c1ccccc1)Nc1ccc2c(c1)C(=O)NC2=O
    13%	8%	4%
6: O=c1oc(-c2ccc(O)c(O)c2)cc2cc(O)cc(O)c12
    nt	35µM*	4%
7: N#Cc1ccc(C2=CC(=O)C[C@H](c3ccc(Cl)cc3)C2)cc1
    nt	0%	1%
8: CC(C)(Oc1ccc(Cl)cc1)C(=O)NC1CC1
    -11%	-7%	-3%[0.505 µM]
9: O=S(=O)(CCn1cccc1)CCn1cccc1
    -1%	2%	5%
10: O=C(CSC(=S)N1CCOCC1)c1ccccc1
    -22%	5%	5%
11: Cc1sc2nc(C3CC3)nc(N3CCN(C(=O)c4ccccc4F)CC3)c2c1C
    4%	-7%	nt
12: CCC(Sc1nc2ccccc2c(=O)n1CCc1ccc(OC)c(OC)c1)C(=O)N(CC)CC (configuration not stated)
    nt	5%	3%
13: CC1CCN(C2CCN(S(=O)(=O)c3ccc(C(F)(F)F)cc3)CC2)CC1
    -12%	10%	8%
14: CC(=O)Cc1nsc(NC(=O)c2ccc(COc3ccccc3C)o2)n1
    -6%	-11%	8%
15: COc1ccc(C(=O)CSc2nnc(-c3cnccn3)n2Cc2ccco2)cc1
    1%	3%	0%
16: CC1(C)CC2=C(CO1)C(=S)NC(c1ccccc1)N2CC1CCCO1 (configuration not stated)
    -13%	12%	2%
17: NS(=O)(=O)c1ccc(CCNCC(=O)N2CCC(Cc3ccccc3)CC2)cc1
    4%	19%	6%
18: Cc1nc(N2CCCCC2)sc1C=O
    15%	nt	4%
19: COC(=O)c1cccnc1SCc1ccccc1
    4%	-12%	0%
20: CCOc1ccc(NC(=O)c2cc(C)nc3ccccc23)cc1
    -4%	23%	4%
21: Cc1ccc(S(=O)(=O)NCCc2cn3c(C)csc3n2)cc1
    nt	7%	5%
22: COC(=O)c1ccc(NC(=O)CN(c2ccc3c(c2)OCO3)S(C)(=O)=O)cc1
    -7%	6%	-2%
23: Cc1onc(-c2c(F)cccc2Cl)c1C(N)=S
    -2%	-3%	3%
24: COc1ccccc1/C=C/C(=O)OCC(=O)N1CCc2ccccc21
    nt	10%	1%
25: COc1ccc(NCC(=O)N/N=C/C=C/c2ccccc2[N+](=O)[O-])cc1
    -3%	-9%	7%
26: Nc1nc(SCC(=O)Nc2ccccc2)[nH]c(=O)c1NC(=O)c1cccs1
    12%	0%	1%
27: Cc1ccc(-c2ccc(/C=C(\C#N)C(N)=S)n2C)cc1
    -10%	4%	5%
28: CCN(C(=O)c1ccc(S(C)(=O)=O)cc1)C12CC3CC(CC(C3)C1)C2
    11%	1%	3%
29: COc1ccc2c(c1)c(CC(=O)NCc1ccc3c(c1)OCO3)c(C)n2C(=O)c1ccc(Cl)cc1
    0%	nt	-1%
30: Cc1[nH]c(=O)[nH]c(=O)c1CSc1nnc([C@H](CC(C)C)NC(=O)OC(C)(C)C)o1
    8%	-2%	0%
31: Cc1cc(Cl)c2oc(C(=O)NC(C)c3ccncn3)c(C)c2c1 (configuration not stated)
    2%	-3%	5%
32: Cc1ccc(OCC(=O)Nc2ccccc2C(=O)NC2CC2)cc1C
    -7%	-15%	0%
33: CC(C)c1ccc(/C=C(\NC(=O)c2ccccc2)C(=O)NCCCn2ccnc2)cc1
    -15%	-20%	4%
34: CCC(C(=O)Nc1cc(OC)cc(OC)c1)n1nc(-c2ccc(C)c(C)c2)ccc1=O (configuration not stated)
    nt	?	5%
35: Cc1ccc(C)c(CN2C(=O)c3ccccc3S(=O)(=O)c3ccc(C(=O)Nc4cc(F)ccc4F)cc32)c1
    nt	-15%	-1%
36: Cc1cc(C)c(NC(=O)Cn2nc3c(cc2=O)CCCC3)c(C)c1
    nt	-1%	5%
37: Cc1ccccc1OCC(=O)Nc1nnc(SCc2cc(=O)n3cc(Cl)ccc3n2)s1
    nt	12%	0%
38: Cc1ccc(-c2csc(NC(=O)CSc3nc4ccccc4o3)n2)cc1
    19%	4%	4%
39: CS(=O)(=O)c1ccc2nc(NC(=O)c3ccc(Cl)cc3)sc2c1
    -18%	-3%	nt
40: CC(C)(C)c1ccc(C(=O)NC(=O)COC(=O)CCS(=O)(=O)c2ccccc2)cc1
    nt	-5%	-1%
41: Cc1nc(-c2ccc(S(=O)(=O)N(C)Cc3ccccc3)cc2)co1
    nt	10%	0%
42: COc1ccc(Cn2c(=O)c3[nH]cnc3n(-c3ccccc3C)c2=O)cc1
    -1%	3%	3%
43: CC(C)(C)c1ccc(C(=O)N2CC(=O)Nc3ccc(F)cc3C2c2ccc(F)cc2)cc1 (configuration not stated)
    nt	-4%	6%
44: COc1ccc(NC(=O)c2c(NCc3ccc(OC)c(OC)c3OC)sc3c2CCC3)c(OC)c1
    nt	9%	10%
45: O=C(CN1CCN(C(C(=O)Nc2ccc(F)cc2)c2ccccc2)CC1)NC1CC1 (configuration not stated)
    nt	-2%	0%
46: Cc1ccc2c(c1)C(c1ccccc1)N(C(=O)c1cc3ccccc3oc1=O)CC(=O)N2 (configuration not stated)
    7%	-18%	-3%
47: CCOC(=O)Cc1csc(NC(=O)CSc2nnc(-c3ccncc3)o2)n1
    -10%	-1%	5%
48: CCOc1ccccc1Nc1nnc(Cc2ccccc2Cl)c(=O)[nH]1
    11%	11%	0%
49: Cc1ccccc1-n1ncc(C(C)NC(=O)c2ccccc2)c1C (configuration not stated)
    8%	20%	-2%
50: CCOc1ccccc1CNC(=O)C1CCN(C(=O)c2sccc2-n2cccc2)CC1
    9%	1%	9%

# Sorted by length of the SMILES (low to high): some entries from above
# Results follow in this order: N370S GC	FEN1 inh	TDP1 inh
40: CC(C)(C)c1ccc(C(=O)NC(=O)COC(=O)CCS(=O)(=O)c2ccccc2)cc1
    nt	-5%	-1%
30: Cc1[nH]c(=O)[nH]c(=O)c1CSc1nnc([C@H](CC(C)C)NC(=O)OC(C)(C)C)o1
    8%	-2%	0%
35: Cc1ccc(C)c(CN2C(=O)c3ccccc3S(=O)(=O)c3ccc(C(=O)Nc4cc(F)ccc4F)cc32)c1
    nt	-15%	-1%

# Later entries.
# Results follow in this order: N370S GC	FEN1 inh	TDP1 inh
51: COc1ccc(Cn2c(=O)n(-c3ccc(F)c(Cl)c3)c(=O)c3c2c2cc(OC)ccc2n3C)cc1
    nt	1%	6%
52: CC(C)CN(C(=O)COC(=O)c1ccccc1NCc1ccco1)c1c(N)n(Cc2ccccc2)c(=O)[nH]c1=O
    3%	6%	-1%
53: CC1CCc2c(sc(NC(=O)CSc3nnc(-c4ccccc4)o3)c2C#N)C1 (configuration not stated)
    -2%	14%	5%
54: Cn1ncc2nc[nH]c(=O)c21
    6%	-1%	-2%
55: Cc1cccc(C)c1OCC(O)CN1CCCCC1 (configuration not stated)
    -4%	6%	-2%
56: O=c1cc(-c2ccccc2)n2c(SCc3ccc(F)cc3)nnc2[nH]1
    nt	-17%	-3%
57: CCOC(=O)CSc1nc2sc(C)c(C)c2c(=O)n1C
    13%	-8%	0%
58: Cc1cnc(NC(=O)Nc2ccc(OCc3ccccc3)cc2)c(Br)c1
    -3%	14%	nt
59: Cc1sc2ncnc(SCC(=O)NC3CCCC3)c2c1C
    -1%	1%	13%
60: CCC(C)(C)n1nnnc1C(c1ccccn1)N1CCN(c2cccc(OC)c2)CC1 (configuration not stated)
    1%	-11%	-2%
61: Cc1ccc(OCC(=O)NN=C2C3CC4CC(C3)CC2C4)cc1
    nt	-8%	0%
62: Cc1ccccc1-c1nc(P(=O)(c2ccccc2)c2ccccc2)c(N2CCOCC2)o1
    ?	-23%	5%
63: O=S(=O)(NCc1ccc(F)cc1)c1ccc2c(c1)OCCO2
    8%	10%	5%
64: CN(C)c1nnnn1Cc1ccccc1
    -9%	1%	-1%
65: Cc1ccc(S(=O)(=O)NC2CCCCC2)cc1C(=O)N1CCC(C(N)=O)CC1
    nt	-5%	-5%
66: Cc1ccc(C2c3[nH]c4ccccc4c3CCN2C(=O)CCc2ccccc2)cc1 (configuration not stated)
    nt	?	8%
67: CCOc1ccc(-c2nc3c(c(SCC(=O)Nc4ccccc4C)n2)Cc2ccccc2O3)cc1
    nt	14%	-1%
68: COC(=O)c1ccccc1NC(=O)C1CCN(S(=O)(=O)c2cc(OC)ccc2OC)CC1
    12%	-19%	-6%
69: CC(=O)Nc1cccc(NC(=O)c2cc(C)on2)c1
    -5%	1%	-2%
70: CC(C)(CS(=O)(=O)[O-])NC(=O)CC[N+](C)(C)CCO
    -16%	40µM*	-3%
71: Cc1ccc(Cc2nc3ccccc3nc2SCC(=O)N2CCN(c3ccccc3F)CC2)cc1
    nt	-12%	-3%
72: CC(C)N(CCCNC(=O)CC1Oc2ccccc2NC1=O)Cc1ccccc1 (configuration not stated)
    -6%	-1%	2%
73: Cn1c(=O)c2ncn(CC(=O)NCCC3=CCCCC3)c2n(C)c1=O
    -2%	-4%	-2%
74: Cc1ccc(C(=O)OC2=C(C(=O)c3ccccc3)N(C)S(=O)(=O)c3ccccc32)cc1
    nt	15%	2%
75: CN(C)S(=O)(=O)c1cccc(N=C2NN=C(c3ccccc3)CS2)c1
    -7%	-1%	8%
76: CCOC(=O)c1sc(NC(=O)Cn2nnc3sc4c(c3c2=O)CCC(C(C)(C)C)C4)nc1C (configuration not stated)
    7%	-6%	5%
77: Cc1ccc(C2(c3ccccc3)NC(=O)N(CC(=O)NC3(C#N)CCCC3)C2=O)cc1C (configuration not stated)
    nt	6%	0%[56.1 µM]
78: O=C(/C=C/c1ccc(Cl)cc1Cl)NCc1ccncc1
    25%	-6%	4%
79: O=C(O)c1cccc(S(=O)(=O)NNc2ccccc2C(F)(F)F)c1
    -1%	12%	nt
80: CCOc1ccc(C(=O)CC(=O)C(=O)NCCc2ccc(OC)c(OC)c2)cc1
    2%	9%	-1%
81: Cc1ccc(CNC(=O)CSCc2nc(-c3cccc(C)c3)oc2C)cc1
    nt	10%	6%
82: O=C(Nc1ccccc1C(F)(F)F)N1Cc2ccccc2Oc2ncccc21
    nt	-3%	-1%
83: Clc1ccc2nc(-c3ccc(Br)o3)c(Nc3ccc4c(c3)OCCO4)n2c1
    nt	15%	2%
84: O=C(NC1CCN(Cc2ccccc2)CC1)C1CCCN(S(=O)(=O)c2cccc3nonc23)C1 (configuration not stated)
    -9%	-3%	8%
85: N[C@@H](Cc1cc(I)c(Oc2cc(I)c(O)c(I)c2)c(I)c1)C(=O)O
    nt	9%	4%
86: CN(Cc1ccc(OC(F)F)cc1)C(=O)c1ccc2c(=O)n3c(nc2c1)CCC3
    1%	0%	4%
87: Clc1ccc(NCc2ccsc2)cc1
    -6%	nt	3%
88: Cc1nc2ccccn2c1C(=O)C(=O)Nc1cc(F)ccc1F
    2%	0%	-5%
89: COc1cc(C2NC(=O)NC(C)=C2C(=O)OC(C)C)ccc1OC(=O)c1ccco1 (configuration not stated)
    0%	-5%	5%
90: CCCc1cc(=O)[nH]c(SCC(=O)N2CC3(C)CC2CC(C)(C)C3)n1 (configuration not stated)
    nt	-2%	3%
91: Cc1ccsc1C1Nc2ccc3ncccc3c2C2=C1C(=O)CC(C)(C)C2 (configuration not stated)
    5%	2%	0%
92: Cc1ccc2nc(-c3ccc(NC(=O)CSCC(=O)O)cc3)sc2c1
    28%	-8%	6%
93: CSc1ccc(CN(C)CC(=O)Nc2ccccc2Br)cc1
    0%	-7%	-1%
94: CCOc1ccc(NC(=O)CC2C(=O)N(c3ccc(OC)cc3)C(=S)N2Cc2ccccn2)cc1 (configuration not stated)
    -11%	-22%	9%
95: Cc1ccc(NC(=O)CSc2cccc[n+]2[O-])c([N+](=O)[O-])c1
    4%	6%	3%
96: COCOc1cc(OC)ccc1C(=O)/C=C/c1ccc2c(c1)OCO2
    ?	nt	10%&7%
97: CCOC(=O)c1[nH]c2ccccc2c1NC(C)=O
    -7%	-13%	nt
98: CCCCOc1ccccc1C1CC(=O)NC2=C1C(=O)CCC2 (configuration not stated)
    17%	5%	3%
99: CCc1ccc(N2CC(C)Cn3c2nc2c3c(=O)[nH]c(=O)n2C)cc1 (configuration not stated)
    -19%	-15%	nt
100: CCN(CC)CCCOC(=O)c1ccc(OC)cc1O
    -13%	-3%	-3%

# Grouped by structure: those above containing a CF3 group (three)
# Results follow in this order: N370S GC	FEN1 inh	TDP1 inh
13: CC1CCN(C2CCN(S(=O)(=O)c3ccc(C(F)(F)F)cc3)CC2)CC1
    -12%	10%	8%
79: O=C(O)c1cccc(S(=O)(=O)NNc2ccccc2C(F)(F)F)c1
    -1%	12%	nt
82: O=C(Nc1ccccc1C(F)(F)F)N1Cc2ccccc2Oc2ncccc21
    nt	-3%	-1%

# Bioassay records deposited in PubChem BioAssay by National Center for Advancing Translational Sciences (NCATS).
